# Screens as filed in PubChem.
# HSP90 refold inh: HSP90 inhibitors, primary screen, cell lysate, luminescence; inhibition, % at 5.6 µM; Heat shock protein HSP 90 (rabbit reticulocyte lysate; luciferase refolding); Rabbit reticulocyte lysate, luciferase refolding luminescence, 3 h; AID 1789, 2009; 0.91% of 290,000 active;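 active means inhibition above the screen-wide mean plus 3 SD, computed separately per campaign, cut at about 16% in these data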;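 further: 0% = DMSO wells and 100% = 60 µM geldanamycin wells; inhibitors lower the luminescence because luciferase stays unfolded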
# KLF5 inhibitor: KLF5 expression inhibitors, primary screen, DLD-1 cells, luminescence; DLD-1 KLF5 promoter-luciferase reporter; inhibition, % at 5 µM; 0.23% of 290,000 active; AID 1700, 2009;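 active means inhibition above a per-plate limit of that plate's mean compound inhibition plus 3 SD, cut at about 60% in these data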;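 further: 0% = DMSO wells and 100% = LY294002 at 200 µM; higher means less KLF5 promoter-driven luciferase light; inactives centre near -14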
# HSF-1 act: HSF-1 activators, primary screen, NIH3T3-HGL cells, MG132 stress, luminescence, single point; NIH3T3-HGL HSF-1 luciferase reporter, 8 h; 100% = twice DMSO control signal; AID 504408, 2011; activation, % at 9 µM; 1.7% of 300,000 active;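 active means mean replicate activation of at least 50% with a set share of replicates each reaching 50%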;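 further: 0% = median of the neutral control wells and 100% = twice that signal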
# aSyn UTR inh: MLPCN primary screen, SNCA 5' untranslated region; alpha-synuclein 5'UTR reporter, inhibitor activity; inhibition, % (tested at 7.5 µM); 0.82% of 300,000 active; in the data active means inhibition above about 60%;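 further: H4 neuroglioblastoma cells stably carrying SNCA 5'UTR luciferase fusion; 0% = DMSO wells and 100% = positive control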
# Platelet DG rel: inhibitors of platelet dense granule secretion, primary screen, cell-based, MLPCN, human platelets; 0.22% of 300,000 active; AID 1663, 2009; inhibition, %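 (compounds screened at 7.5 µM in platelet-rich plasma)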; human platelet-rich plasma, SFLLRN dense granule ATP release, luminescence;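 active means mean replicate score, as percent of positive control, at or above 50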
# IEC-6 tox: cytotoxicity in IEC-6 intestinal epithelial cells, primary screen, cytotoxicity control for KLF5 inhibitor project, cell-based, luminescence; IEC-6 cytotoxicity, luminescence viability; inhibition, % at 5 µM; 0.78% of 290,000 active; AID 1825, 2009; in the data active means inhibition above about 22%;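 further: 0% = plate median of test compound wells and 100% = cytotoxic reference compound wells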
# GSK3A inh: blockers of GSK3A enzyme activity – biochemical, luminescence, cell-free homogeneous, HTS, primary screen. GSK-3 alpha kinase, ADP-Glo luminescence, 60 min. inhibition, % at 10 µM. 0.1% of 320,000 active;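 in the data active means inhibition above about 50%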;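 further: GST-tagged GSK-3 alpha with peptide substrate and 25 µM ATP; 0% = DMSO neutral wells and 100% = GW8510 positive control wells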
# Target sequence (P49840 whole entry, looked up): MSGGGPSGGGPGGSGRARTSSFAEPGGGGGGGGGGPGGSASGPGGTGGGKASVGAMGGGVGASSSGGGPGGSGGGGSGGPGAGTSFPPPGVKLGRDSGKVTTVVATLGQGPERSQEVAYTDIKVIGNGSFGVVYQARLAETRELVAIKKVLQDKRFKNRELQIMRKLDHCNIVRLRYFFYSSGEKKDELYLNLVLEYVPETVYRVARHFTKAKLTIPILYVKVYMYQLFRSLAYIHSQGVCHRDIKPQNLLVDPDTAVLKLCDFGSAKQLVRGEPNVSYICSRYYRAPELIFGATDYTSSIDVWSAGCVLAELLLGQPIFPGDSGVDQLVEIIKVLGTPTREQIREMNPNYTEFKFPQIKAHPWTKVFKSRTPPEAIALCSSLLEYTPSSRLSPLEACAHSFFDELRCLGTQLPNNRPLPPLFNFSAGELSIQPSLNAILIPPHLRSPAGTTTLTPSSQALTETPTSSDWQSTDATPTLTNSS
# GSK3beta inhib: human GSK3beta kinase inhibitors, primary screen, biochemical, cell-free homogeneous, HTS; AID 2097, 2009; activity score (negative = inhibition), % at 10 µM; GST-GSK3beta kinase, ADP-Glo luminescence, 60 min; active compounds read low; 0.038% of 300,000 active;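 active means more than half of replicate wells score below -50%, meaning over 50% inhibition versus plate controls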;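 further: 0% = median DMSO wells and -100% = median GW8510 positive control wells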
# Target sequence (P49841 whole entry, looked up): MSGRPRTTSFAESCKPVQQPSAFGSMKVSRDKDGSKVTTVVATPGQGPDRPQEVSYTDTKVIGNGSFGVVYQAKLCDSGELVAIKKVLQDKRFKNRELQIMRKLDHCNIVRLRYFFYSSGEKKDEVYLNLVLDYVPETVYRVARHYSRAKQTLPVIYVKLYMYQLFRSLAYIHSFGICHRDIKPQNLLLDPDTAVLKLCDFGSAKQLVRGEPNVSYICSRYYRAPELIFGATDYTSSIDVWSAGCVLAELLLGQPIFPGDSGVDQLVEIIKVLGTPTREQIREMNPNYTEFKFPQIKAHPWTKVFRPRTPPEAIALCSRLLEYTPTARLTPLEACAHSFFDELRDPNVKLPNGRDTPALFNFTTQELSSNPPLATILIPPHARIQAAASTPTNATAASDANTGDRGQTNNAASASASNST
#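 Assay system: GST-fused GSK3beta enzyme, cell-free / Medium: Tris pH 7.5 buffer with MgCl2, DTT, BSA, heparin / Also added: peptide substrate plus 25 µM ATP (final) / Compound: 10 µM single point / Timing: kinase reaction with compound 60 min at room temperature / Detection: ADP-Glo luminescence / Benchmarks: DMSO neutral wells and GW8510 at 20 µM as positive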
# HSF1 inh: HSF1 inhibitors in luciferase reporter cells, primary screen, cell-based, NIH3T3, luminescence; NIH3T3-HGL HSE-luciferase, MG132-induced, luminescence 8 h; active compounds read low; activity change, negative = inhibition, % at 7.5 µM (by protocol); 0.77% of 300,000 active;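 active means more than half of replicate wells show activity change below -50%, luminescence cut by over half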;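 further: luciferase reports HSF-1 transcriptional activity via heat shock element; 0% = median of DMSO wells and -100% = zero luminescence signal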
# DYRK1A inh: rat Dyrk1A kinase inhibitors, primary screen, biochemical, single point, plate reader; inhibition, % at 12.5 µM; 0.43% of 310,000 active; ADP-Glo luminescence, NFATc1 peptide; in the data active means inhibition above about 50%;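 further: plate controls were vehicle with enzyme for no effect and no enzyme for full effect; many of its hits are not listed in these tables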
# Starred values were filed as active, the others as inactive; . = not tested or not shown.
# Second line of a record – HSP90 refold inh	KLF5 inhibitor	HSF-1 act	aSyn UTR inh	Platelet DG rel	IEC-6 tox	GSK3A inh	GSK3beta inhib	HSF1 inh	DYRK1A inh
[1] O=C(Cc1ccccc1)NCC(=O)Nc1cccc(Br)c1
 : 1	3	-8	20	-4	-3	1	4	-4	-7
[2] CCc1nc(SCC(=O)O)c(C#N)cc1C
 : 5	-3	10	-16	-7	-2	-2	5	-3	-4
[3] COc1ccc(NC(=O)CCC(=O)N/N=C/c2ccncc2)cc1
 : 5	-46	5	2	-3	-4	0	0	-4	2
[4] CCOC(=O)c1c(CC(C)C)csc1/N=C/C1C(=O)CCCC1=O
 : -2	3	20	23	0	1	-4	-1	9	-2
[5] Cc1occc1C(=O)N1CCCc2ccccc21
 : 0	-22	-3	7	-4	2	3	1	-6	2
[6] COc1cccc2cc(CC(=O)c3ccc(C)cc3C)c(=O)oc12
 : -5	-94	40	-185	-4	-2	-2	0	32	9
[7] C/C(=C\C(=O)Nc1cc(C)on1)c1ccccc1
 : -3	-31	24	-110	0	1	-3	1	3	-2
[8] COc1cccc(-n2c(N)c(C#N)c3ccc([N+](=O)[O-])cc3c2=O)c1
 : 1	-34	1	40	14	-1	-2	2	0	.
[9] CCc1ccc(-c2nc(CSCC(=O)N3CCN(c4ccccn4)CC3)c(C)o2)cc1
 : 1	7	-34	82*	1	-3	-4	2	-24	4
[10] Cc1ccc(C(=O)NNC(=O)c2cccnc2SCc2cccc([N+](=O)[O-])c2)cc1
 : -4	-31	8	-14	6	-9	-1	-1	-2	1
[11] COc1ccccc1C1(O)C(=O)Nc2ccccc21 (centres undefined)
 : 1	-35	-14	-4	19	3	-1	0	5	1
[12] O=C(CCNC(=O)c1ccc(Br)cc1)NCc1ccccn1
 : .	.	0	2	16	.	-3	-4	-4	0
[13] C/C(NC(=O)c1ccccc1F)=C1\C(=O)C[C@@H]2[C@H]1C2(C)C
 : -3	-20	51*	-174	-12	-2	-2	2	27	1
[14] Cc1ccc(S(=O)(=O)c2ccc(Cl)cc2)cc1S(=O)(=O)N1CCN(C)CC1
 : -2	1	9	26	9	-1	-2	5	-8	5
[15] CCOC(=O)CCc1c(C)c2ccc(OCC(=O)N(CC)CC)c(C)c2oc1=O
 : 4	2	37	25	-5	-10	-2	-1	10	-3
[16] C=CCn1c(SCC(=O)c2ccc(NS(=O)(=O)c3ccccc3)cc2)nnc1-c1cccs1
 : 3	-42	1	20	-3	-3	-1	1	2	-15
[17] CCc1n[nH]c2c1/C(=N\O)CC(c1ccccc1)C2 (centres undefined)
 : -2	-15	-17	28	-16	11	3	2	5	12
[18] Cc1c(N=Cc2nc3ccccc3[nH]2)c(=O)n(-c2ccccc2)n1C
 : 3	-15	6	-8	4	12	0	-1	8	1
[19] O=C1C(=O)N(CCOCCO)C(c2ccccn2)/C1=C(\O)c1ccccc1 (centres undefined)
 : 0	21	0	15	1	-1	1	-1	-2	3
[20] O=C(O)C1CCCCC1C(=O)NC1CCCCC1 (centres undefined)
 : 3	-31	8	-9	3	-7	-1	1	-1	-1
[21] O=C(NC1CCCC1)c1noc2c1CCCCC2
 : 0	-113	5	-134	1	-5	.	5	14	6
[22] COc1ccc(CNC(=S)N/N=C/c2ccc(O)c(OC)c2)cc1
 : -3	-19	-11	-10	-2	-2	-1	2	4	-8
[23] O=C(NC1(C(F)(F)F)C(=O)Nc2c1c(=O)[nH]c(=O)n2Cc1ccccc1)c1ccco1 (centres undefined)
 : -1	-9	-2	15	3	-6	-2	-2	-1	-5
[24] Cc1cc(C)c(S(=O)(=O)N2CCCC(C(=O)NC3CC3)C2)c(C)c1 (centres undefined)
 : -2	-7	8	0	1	-4	-2	1	5	2
[25] O=C(CN1C(=O)S/C(=C/c2ccc(N3CCOCC3)cc2)C1=O)N1CCOCC1
 : 2	-40	9	-38	-8	-2	-3	-1	1	-5
[26] CCOC(=O)Cn1c(=O)n(Cc2ccc(C)cc2)c(=O)c2cccnc21
 : 1	-23	5	14	12	-6	-5	0	3	-2
[27] COc1cccc(/C=N/Nc2nc3ccccc3n3cnnc23)c1O
 : -2	-35	14	45	7	-5	-2	-2	-7	-1
[28] CCCC(=O)NC(c1ccccc1Cl)c1c(O)ccc2ccccc12 (centres undefined)
 : 3	-14	30	6	-4	-4	-1	3	17	-3
[29] c1ccc(CSc2nnc(-c3cccs3)o2)cc1
 : 0	-124	11	-170	-1	0	-1	0	15	.
[30] O=C(NCc1ccco1)c1cccnc1Cl
 : -2	4	0	-7	1	3	-4	1	-4	2
[31] COC(=O)COc1cc(Br)c(/C=C2/SC(=O)N(CC(=O)N3CCCC3)C2=O)cc1OC
 : 0	13	-25	-1	6	0	0	1	-7	-7
[32] COc1ccc(-n2c(=O)c3ccccc3n(Cc3ccccc3F)c2=O)cc1OC
 : 5	-11	-8	4	11	-3	-1	0	-1	.
[33] C=CCCC(=O)Nc1ccc(COC(=O)N2CCOCC2)cc1
 : 0	18	1	-25	0	0	-1	-1	-6	-2
[34] Cc1ccccc1OCC(=O)Nc1nnc(C2CCCCC2)s1
 : 0	11	3	-4	-6	-1	3	2	-4	5
[35] CC12CCC(C(=O)NCc3ccccc3Cl)(OC1=O)C2(C)C (centres undefined)
 : -3	-16	2	5	6	0	-2	-4	8	10
[36] CC(=O)Nc1ccc(-c2csc(-c3cccnc3)n2)cc1
 : 7	-179	27	-112	4	3	1	-2	14	-4
[37] O=C(CSc1oc(-c2cccs2)nc1S(=O)(=O)c1ccc(F)cc1)NCC1CCCO1 (centres undefined)
 : -2	-16	3	19	5	-1	-1	4	-3	-4
[38] Cn1c(=O)c2c(nc(Br)n2CCSc2nnnn2-c2ccccc2)n(C)c1=O
 : 1	-7	4	-9	-6	0	0	-2	8	-5
[39] O=c1c2ccccc2nc2ccc(N3CCOCC3)nn12
 : 4	-47	18	-85	10	8	4	-3	-1	-1
[40] Cn1nc(C(C)(C)C)c(NC(=O)c2ccc(F)cc2)c1C(C)(C)C
 : 11	-2	19	7	-24	8	0	-3	-2	.
[41] CCC(C)NC(=O)C1c2ccccc2C(=O)N1Cc1ccccc1OC (centres undefined)
 : 2	-24	-3	-9	11	4	-2	-2	0	5
[42] COc1ccc2nc(COC(=O)c3cccs3)c(C(C)=O)[n+]([O-])c2c1
 : 5	6	-63	5	-14	-3	3	-11	-54*	.
[43] COc1ccc(C2=C(C=C(C#N)C#N)C(c3ccccc3C)c3ccccc3O2)cc1OC (centres undefined)
 : 3	-10	3	20	-4	-7	-1	3	0	-5
[44] COC(=O)c1sccc1NC(=O)c1cc(C)on1
 : -2	0	15	-51	-1	-3	-3	-2	0	-1
[45] O=C(NCCc1ccccc1)/C(=N\O)c1ccccc1
 : 1	-147	21	-107	-3	2	-3	-1	15	1
[46] O=C(/C=C/c1ccco1)N1CCN(S(=O)(=O)c2ccc(F)c(F)c2F)CC1
 : 1	-26	-31	-23	6	-2	-3	-3	-13	4
[47] COc1ccc(C2(C#N)CCC(=O)N2c2ccccc2)cc1 (centres undefined)
 : -1	8	6	8	7	4	-1	0	-5	-3
[48] O=C(COC(=O)c1ccco1)Nc1nc2ccccc2s1
 : 0	15	5	-40	7	5	.	1	-1	2
[49] COc1ccccc1C(=O)N/C(=C\c1cn(C)c2ccccc12)C(=O)N1CCOCC1
 : -4	-32	-10	7	-1	-2	-1	2	-2	0
[50] CC(=O)c1ccccc1OC(=O)COc1ccc(Cl)cc1C
 : -6	9	-1	-17	2	0	1	1	8	1
[51] CCOC(=O)C1(Cc2cccc(OC)c2)CCCN(C(=O)c2cc(C)[nH]n2)C1 (centres undefined)
 : -4	-118	28	-130	19	-4	-3	4	15	-2
[52] CCC(=O)c1ccc(OCC(O)CNC(C)c2ccccc2)cc1 (centres undefined)
 : -2	-5	5	-5	7	3	-1	-1	-5	-1
[53] COc1ccc([C@@H]2[C@@H]3C(=O)N(C(C)(C)C)C(=O)[C@@H]3[C@]3(Cc4ccccc4)C(=O)N(c4cccc(Br)c4)C(=O)N23)cc1
 : .	.	-7	-1	-4	.	0	-1	-5	.
[54] CCOC(=O)c1cnc2c(C)cccc2c1Nc1ccc(N2CCOCC2)cc1
 : -7	-33	10	44	-2	-1	-1	-3	4	.

# Some of these compounds in order of count of non-hydrogen atoms, falling.
# Second line of a record – HSP90 refold inh	KLF5 inhibitor	HSF-1 act	aSyn UTR inh	Platelet DG rel	IEC-6 tox	GSK3A inh	GSK3beta inhib	HSF1 inh	DYRK1A inh
[43] COc1ccc(C2=C(C=C(C#N)C#N)C(c3ccccc3C)c3ccccc3O2)cc1OC (centres undefined)
 : 3	-10	3	20	-4	-7	-1	3	0	-5
[49] COc1ccccc1C(=O)N/C(=C\c1cn(C)c2ccccc12)C(=O)N1CCOCC1
 : -4	-32	-10	7	-1	-2	-1	2	-2	0
[54] CCOC(=O)c1cnc2c(C)cccc2c1Nc1ccc(N2CCOCC2)cc1
 : -7	-33	10	44	-2	-1	-1	-3	4	.
[14] Cc1ccc(S(=O)(=O)c2ccc(Cl)cc2)cc1S(=O)(=O)N1CCN(C)CC1
 : -2	1	9	26	9	-1	-2	5	-8	5
[26] CCOC(=O)Cn1c(=O)n(Cc2ccc(C)cc2)c(=O)c2cccnc21
 : 1	-23	5	14	12	-6	-5	0	3	-2
[8] COc1cccc(-n2c(N)c(C#N)c3ccc([N+](=O)[O-])cc3c2=O)c1
 : 1	-34	1	40	14	-1	-2	2	0	.
[3] COc1ccc(NC(=O)CCC(=O)N/N=C/c2ccncc2)cc1
 : 5	-46	5	2	-3	-4	0	0	-4	2
[34] Cc1ccccc1OCC(=O)Nc1nnc(C2CCCCC2)s1
 : 0	11	3	-4	-6	-1	3	2	-4	5
[47] COc1ccc(C2(C#N)CCC(=O)N2c2ccccc2)cc1 (centres undefined)
 : -1	8	6	8	7	4	-1	0	-5	-3
[13] C/C(NC(=O)c1ccccc1F)=C1\C(=O)C[C@@H]2[C@H]1C2(C)C
 : -3	-20	51*	-174	-12	-2	-2	2	27	1
[11] COc1ccccc1C1(O)C(=O)Nc2ccccc21 (centres undefined)
 : 1	-35	-14	-4	19	3	-1	0	5	1
[20] O=C(O)C1CCCCC1C(=O)NC1CCCCC1 (centres undefined)
 : 3	-31	8	-9	3	-7	-1	1	-1	-1

# An excerpt of these results, with tabs.
nr	Structure	HSP90 refold inh	KLF5 inhibitor	HSF-1 act	aSyn UTR inh	Platelet DG rel	IEC-6 tox	GSK3A inh	GSK3beta inhib	HSF1 inh	DYRK1A inh
53	COc1ccc([C@@H]2[C@@H]3C(=O)N(C(C)(C)C)C(=O)[C@@H]3[C@]3(Cc4ccccc4)C(=O)N(c4cccc(Br)c4)C(=O)N23)cc1	.	.	-7	-1	-4	.	0	-1	-5	.
37	O=C(CSc1oc(-c2cccs2)nc1S(=O)(=O)c1ccc(F)cc1)NCC1CCCO1 (centres undefined)	-2	-16	3	19	5	-1	-1	4	-3	-4

# These rows are one share of the data; the hit share may differ from the screen's.
